Bioassay records: PubChem, several laboratories
NR1D1 modulator: modulators of human Rev-erb alpha DNA binding. P20393. Rev-erbα–FITC-DNA binding, fluorescence polarization, 90 min. activity, % at 10 µM. 370,000 compounds, 0.79% hits;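 active means activity above about 14%, limit read from the data; passing the limit was not always enough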;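 further: 0% = DMSO wells with 35 nM protein and 100% = DMSO wells with 750 nM protein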
rCAG RNA binder: molecules binding r(CAG) RNA repeats | r(CAG) RNA repeat, TO-PRO-1 dye displacement fluorescence | 370,000 compounds, 1.3% hits | inhibition, % at 3 µM;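 active means inhibition above the plate cutoff, the mean of all test compounds on that plate plus 3 SD, cut at about 35% in these data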;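 further: 0% = DMSO alone and 100% = 100 µM mitoxantrone as full dye displacement; higher means more dye released from RNA so lower well fluorescence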
HTRA1 inhibitor: inhibitors of human serine peptidase HTRA1 | 340,000 compounds, 0.5% hits | Q92743 | recombinant HTRA1, FP-rhodamine activity-based probe, fluorescence polarization | inhibition, % at 5.96 µM; in the data active means inhibition above about 36%;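 further: 0% = enzyme with DMSO and 100% = wells lacking enzyme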
Target sequence (Q92743 whole entry, looked up): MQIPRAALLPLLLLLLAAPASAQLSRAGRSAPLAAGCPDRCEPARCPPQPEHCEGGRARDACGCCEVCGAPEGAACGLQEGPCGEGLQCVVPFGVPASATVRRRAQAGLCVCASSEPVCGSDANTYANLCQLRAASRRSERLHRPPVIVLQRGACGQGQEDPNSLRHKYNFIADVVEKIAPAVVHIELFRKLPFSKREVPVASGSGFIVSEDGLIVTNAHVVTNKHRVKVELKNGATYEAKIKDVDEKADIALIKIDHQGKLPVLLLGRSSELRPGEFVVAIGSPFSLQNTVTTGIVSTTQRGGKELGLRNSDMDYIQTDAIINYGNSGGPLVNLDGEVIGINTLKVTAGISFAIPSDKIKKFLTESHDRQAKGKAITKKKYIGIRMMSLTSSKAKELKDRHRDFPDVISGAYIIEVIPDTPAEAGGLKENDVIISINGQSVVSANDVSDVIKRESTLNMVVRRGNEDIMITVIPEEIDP
TDP2 inh: blocks human TDP2 phosphodiesterase activity. AID 720702. inhibition, % at 12.8 µM. 370,000 compounds, 0.34% hits. recombinant TDP2, T5PNP hydrolysis, p-nitrophenol absorbance 415 nm;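 active means inhibition above the mean of all tested compounds plus 3 SD, set per campaign, cut at about 25% in these data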;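 further: 0% = DMSO with enzyme and 100% = buffer with substrate but no TDP2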
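Evaluation: % inhibition relative to enzyme-containing and enzyme-free wells. Material: recombinant human TDP2. Benchmarks: enzyme-free and DMSO wells. Timing: enzyme reaction with compound for 2 h at 37 °C. Compound dosing: 12.8 µM only. Measured by: p-Nitrophenol epi absorbance. Reagent: T5PNP substrate at 5 mM, a TopII-DNA adduct mimic. Replication: single well per compound.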
TCR CD3 inh: blocks the human TCR-CD3 interaction | TAMRA-labeled TCR probe fluorescence, biochemical | inhibition, % at 9.4 µM | 360,000 compounds, 0.37% hits | AID 651800; in the data active means inhibition above about 19%;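 further: recombinant mutant TCR 2C K166C tagged with TAMRA read by polarization; 0% = receptor in buffer alone and 100% = receptor with positive control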
SIAE primary: human SIAE inhibition, primary screen; Q9HAT2; SIAE FP-Rh probe binding, fluorescence polarization; inhibition, % at 9.66 µM; 370,000 compounds, 0.69% hits; AID 1053197;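 active means inhibition above a cutoff: mean of compounds within the control limits plus 3 SD of those, cut at about 17% in these data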;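 further: 0% = plate median of compound wells and 100% = probe without SIAE protein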
LEDGF integ inh: blocks HIV-1 LEDGF/p75-dependent DNA integration | inhibition, % at 3.7 µM | TR-FRET IN-LEDGF/p75 DNA integration, Eu/Cy5 | 370,000 compounds, 0.64% hits;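 active means inhibition above the screen-wide mean plus 3 SD, cut at about 13% in these data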;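 further: signal is the Cy5 over europium emission ratio at 671 and 618 nm; 0% = plate median of compound wells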
ABHD4 inh: ABHD4 (mouse) inhibition, primary FP screen. Q8VD66. purified mABHD4, FP-Rh probe fluorescence polarization. inhibition, % at 8.92 µM. 370,000 compounds, 0.54% hits. AID 720543;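 active means inhibition exceeding the mean over every tested compound plus 3 SD, cut at about 30% in these data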;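 further: 0% = plate median of compound wells and 100% = S159A mutant with DMSO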
Target sequence (Q8VD66 whole entry, looked up): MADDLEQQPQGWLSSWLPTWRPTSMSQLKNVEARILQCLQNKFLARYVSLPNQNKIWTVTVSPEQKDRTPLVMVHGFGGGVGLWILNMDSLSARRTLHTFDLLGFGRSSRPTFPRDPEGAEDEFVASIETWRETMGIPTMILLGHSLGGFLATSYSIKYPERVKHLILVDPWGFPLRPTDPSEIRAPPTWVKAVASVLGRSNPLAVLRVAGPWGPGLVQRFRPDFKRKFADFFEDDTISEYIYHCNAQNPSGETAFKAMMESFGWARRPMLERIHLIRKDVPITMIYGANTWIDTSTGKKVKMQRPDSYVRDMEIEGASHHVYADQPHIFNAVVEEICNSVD
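Doses – 8.92 µM, single dose · Material – wild-type mouse ABHD4 protein · Replication – single well per compound (singlicate) · Measure – percent inhibition of probe binding, normalized to plate controls · Schedule – 45 min compound pre-incubation plus 60 min probe step, 25 °C · Detection – fluorescence polarization with parallel and perpendicular emission, 525/598 nm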
PG9 binder: binds the HIV-1 gp120 antibody PG9; TR-FRET gp120-PG9 antibody binding; inhibition, % at 6.7 µM; 360,000 compounds, 0.43% hits; in the data active means inhibition above about 8.5%
PRMT1 FP inh: blocks human protein arginine methyltransferase 1; Q99873; recombinant PRMT1, activity-based probe fluorescence polarization; inhibition, % at 2.79 µM; 370,000 compounds, 1.3% hits; AID 652257;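 active means inhibition above about 21% made by adding two undisclosed values, limit read from the data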
Starred values were filed as active, the others as inactive; · = not tested or not shown; & = joins results of further samples.

molecule	PRMT1 FP inh	PG9 binder	LEDGF integ inh	TCR CD3 inh	TDP2 inh	rCAG RNA binder	HTRA1 inhibitor	SIAE primary	ABHD4 inh	NR1D1 modulator
N#C/C(=C\c1cn(-c2ccccc2)nc1-c1cc2ccccc2o1)c1nc2ccccc2[nH]1	0.8	0.9	0.5	6.2	9.1	3.5	-19.8	11.6	7.1	-2.6
CCOc1ccccc1N1CCN(C(=O)C2c3ccccc3Oc3ccccc32)CC1	-5.5	-0.6	6.1	-4.1	-9.6	1.1	-20.3	5.1	-13.1	-3.5
COc1ccccc1NC(=S)N(Cc1ccco1)Cc1cc2cc(C)cc(C)c2[nH]c1=O	1.8	-1.0	1.0	7.2	11.6	3.0	-28.0	3.0	4.7	-8.2
Cc1cc(C)cc(OCC(=O)Nc2ccc(F)cc2)c1	5.0	0.0	3.8	-7.8	-16.8	5.0	-25.7	-1.6	-19.0	9.8
COc1cccc(/C=C/C(=O)OCC(=O)NCC2CCCCC2)c1OC	-3.2	-2.2	4.3	2.3	-2.6	-0.1	3.7	5.5	1.2	-7.9
COC(=O)c1cn(NC(=O)Cn2nc([N+](=O)[O-])c(Br)c2C)c(=O)c2ccccc12	-5.0	-3.3	1.6	1.1	-2.0	1.5	5.4	16.7	-12.5	-5.5
COC(=O)C1C(O)C(C)C(O)C(C)(O)/C=C\C=C(/C)C(=O)Nc2c(C)c(OC(C)=O)c3c(c2O)C(=O)C(C)=C2OCOC(=C23)/C(C)=C/C(C)(O)C(O)C(C)C1O (stereo unspecified)	4.2	-7.5	7.5	5.2	14.9	25.2	7.6	14.1	13.3	-1.4
CC(C)c1ccc(NC2CCCN(C(=O)CCc3cn[nH]c3)C2)cc1 (stereo unspecified)	-1.7	-0.8	-1.6	7.7	-0.6	-8.3	-1.5	-0.5	0.0	0.8
COc1ccc(CNC(=O)C2(C)Cc3c(-c4cccc(C(N)=O)c4)ccnc3O2)cc1OC (stereo unspecified)	-1.9	1.8	0.1	1.3	7.7	1.2	·	6.8	3.5	-0.1
COc1ccc(CC(=O)Nc2nc3ccc(F)cc3s2)cc1S(=O)(=O)N1CCOCC1	-1.5	0.5	-4.4	-2.2	0.9	2.8	-10.9	-4.7	-0.8	4.3
CN=C(Nc1cccc(OC)c1)SC1CC(=O)N(c2ccc(C(=O)O)cc2)C1=O (stereo unspecified)	1.1	-1.9	2.3	0.1	2.5	6.2	6.6	-0.3	-4.3	4.2
COc1ccccc1C(=O)C1CCCN(C(=O)CN2CCCCC2=O)C1 (stereo unspecified)	-2.4	-0.9	3.2	3.2	2.0	-3.5	4.1	-2.8	0.4	1.8
CCCn1c(=O)c(C(=O)NCc2ccccn2)c(O)c2ccccc21	-3.6	2.5	-0.6	3.3	-6.3	-0.7	4.0	-4.8	-1.7	-1.5
Cc1cc(C(C)(C)C)ccc1OC(=O)C1=CC=CN2CCS(=O)(=O)N=C12	4.4	1.2	-4.0	-0.5	-0.8	-0.8	2.3	0.8	6.9	0.0
Cc1cc(CNCc2c(C(=O)N3CCCCCCC3)nc3ccc(Cl)cn23)nn1C	-1.8	-0.1	1.2	4.3	-19.7	-7.1	-2.7	3.3	-2.6	-3.2
O=C1NCCN1C(=O)C12CC3CC(CC(C3)C1)C2	1.9	2.9	-2.6	1.9	0.9	-3.6	-0.9	-6.9	2.8	6.4
CC(C)CC(=O)NCCNC(=O)c1cc(OCC(F)(F)F)ccc1OCC(F)(F)F	1.1	0.7	-2.5	-12.4	-2.1	-0.5	6.0	-1.4	0.6	4.7
O=C(COc1ccccc1)NCCn1ccc2ccccc21	0.4	-0.3	0.7	9.4	4.2	0.1	-1.3	12.8	2.3	1.0
CCOC(=O)N1CCN(C(=O)CCN2C(=O)/C(=C\c3ccc(OC)c(OC)c3)SC2=S)CC1	-1.2	-1.4	-0.3	-8.2	-0.4	2.8	6.2	·	6.8	1.5
COc1ccc(C(=O)NCC(=O)N2CCN(C(=O)c3ccco3)CC2)cc1	-1.2	-2.2	-2.3	-0.3	-9.0	-2.4	-0.4	-7.3	4.2	-3.6
O=C(CSc1ccccc1)Nc1ccc2c(c1)OCCO2	3.6	-1.7	-5.8	-3.3	-13.5	-2.7	-1.1	2.9	5.4	-6.9
COc1ccc(CCNC(=O)CNC(=O)c2ccccc2Br)cc1OC	-2.0	1.0	1.2	6.0	-1.9	2.5	2.1	-2.5	2.4	-4.9
COc1ccc(N(C(C)C(=O)N(C)Cc2ccccc2)S(C)(=O)=O)cc1 (stereo unspecified)	-0.6	0.1	-6.7	11.3	-0.7	-0.4	5.9	-11.2	-3.1	1.2
COC(=O)[C@]12C[C@H](CC(=O)N3CCN(C(=O)C4CC4)CC3)C(=O)N(CCc3ccc(OC)c(OC)c3)C1=C[C@H](COCc1ccccc1)O[C@@H]2C	-3.3	·	2.4	·	-2.1	-0.2	·	1.7	2.3	16.5
COc1ccccc1CNC(=O)CN1C(=O)NC2(CCCCCCC2)C1=O	1.0	-0.1	-0.6	-5.6	3.3	0.5	-2.2	2.1	1.4	9.3

Pulled one by one from above (2):
molecule	PRMT1 FP inh	PG9 binder	LEDGF integ inh	TCR CD3 inh	TDP2 inh	rCAG RNA binder	HTRA1 inhibitor	SIAE primary	ABHD4 inh	NR1D1 modulator
CN=C(Nc1cccc(OC)c1)SC1CC(=O)N(c2ccc(C(=O)O)cc2)C1=O (stereo unspecified)	1.1	-1.9	2.3	0.1	2.5	6.2	6.6	-0.3	-4.3	4.2
CCOC(=O)N1CCN(C(=O)CCN2C(=O)/C(=C\c3ccc(OC)c(OC)c3)SC2=S)CC1	-1.2	-1.4	-0.3	-8.2	-0.4	2.8	6.2	·	6.8	1.5

Look-ups from the list.
For TDP2 inh, Cc1cc(C)cc(OCC(=O)Nc2ccc(F)cc2)c1 has -16.8
For HTRA1 inhibitor, COc1ccccc1CNC(=O)CN1C(=O)NC2(CCCCCCC2)C1=O has -2.2
For PRMT1 FP inh, CC(C)c1ccc(NC2CCCN(C(=O)CCc3cn[nH]c3)C2)cc1 (stereo unspecified) has -1.7

Next part
molecule	PRMT1 FP inh	PG9 binder	LEDGF integ inh	TCR CD3 inh	TDP2 inh	rCAG RNA binder	HTRA1 inhibitor	SIAE primary	ABHD4 inh	NR1D1 modulator
COc1ccc2oc(C(=O)OCC(=O)Nc3ccccc3)c(C)c2c1	-4.6	-1.0	9.5	2.9	-14.7	9.5	-16.6	-8.1	-21.7	-2.4
CC(C)CC(=O)NS(=O)(=O)c1ccc(N)cc1	1.6	0.3	0.5	1.0	10.2	-1.4	2.6	4.2	0.2	-0.7
O=C(CCSCCc1ccccn1)Nc1ccc(Br)cn1	1.4	-1.7	2.1	7.9	7.5	-2.6	-1.2	4.1	-0.4	-4.9
Cc1ccc(S(=O)(=O)N2CCOCC2)cc1C(=O)Nc1cc(S(=O)(=O)N2CCCCC2)ccc1O	0.3	-2.1	1.5	1.3	6.5	31.0	6.1	-1.6	1.3	0.8
CNC[C@H](O)c1cccc(O)c1	-4.8	0.1	3.1	-10.9	-14.4	3.5	8.5	3.9	0.5	-1.8&-4.5
O=C(Nc1sc2c(c1-c1nc3ccccc3s1)CCNC2)C(F)(F)F	40.7*	·	-2.6	·	0.7	·	·	-0.2	11.5	-6.5
CC(=O)Nc1ccc(C(=O)OCc2ccccc2Cl)cc1	-0.3	0.8	-2.2	-7.7	-8.4	-1.7	-13.4	-0.1	-12.8	0.3
C=CCNc1nc2cc(-c3cccc(NC(C)=O)c3)sc2c(=O)n1C	2.4	-0.1	-1.4	-2.4	10.1	0.5	·	-49.7	-9.8	-4.4
CCOc1cc(N2CCOCC2)c(OCC)cc1NC(=O)c1cccc(S(=O)(=O)N2CCOCC2)c1	-0.5	0.0	0.7	2.0	5.6	1.5	8.1	8.4	-3.8	-7.9
COc1cc(/C=N/NC(=O)c2nonc2N)cc(OC)c1OC	-2.0	-1.1	-2.4	6.5	6.5	0.3	1.1	-2.3	2.3	-1.4
CCCCNC(=O)COC(=O)c1ccc(Cl)c(S(N)(=O)=O)c1	1.2	0.4	-0.5	-2.8	-5.5	4.3	2.2	4.1	-0.2	1.2
COc1ccnc(CSC(N)=Nc2cccc(C(F)(F)F)c2)c1	7.6	-1.6	0.1	-4.1	3.7	6.6	0.4	9.1	3.6	3.5
Cc1ccc(SC/C(O)=C(\C#N)c2nc3ccccc3n2C)cc1	-0.6	3.6	2.3	-1.7	7.7	1.5	-4.3	-1.5	-1.3	15.8
Cc1ccc(S(=O)(=O)N2CCN(C(=O)C3CCN(C(=O)c4ccccc4C)CC3)CC2)cc1C	-0.7	-0.8	-4.5	9.8	-0.6	-5.2	7.1	-1.5	5.3	-5.8
COCCn1c(C)cc(C(=O)CSc2nnnn2C2CCCC2)c1C	-1.1	0.0	-3.7	-7.7	3.6	4.4	3.2	2.7	4.4	-1.2
COc1ccc(-c2noc(-c3csc([C@@H]4C[C@H](O)[C@@H](CO)O4)n3)n2)cc1OC	-3.4	1.0	3.8	-5.0	-2.9	1.2	·	-0.9	-1.7	2.6
CC(C)(C)OC(=O)NCCCCCO	0.3	1.1	-1.1	-2.7	4.5	0.4	2.7	4.4	0.6	4.8
CC(C)CN1C(=O)c2ccccc2C1(O)Cc1ccccc1 (stereo unspecified)	-0.7	-0.7	-0.7	-2.0	3.3	-0.6	-9.3	-3.6	1.6	5.5
COc1ccccc1NC(=O)Cn1cncc1-c1ccc([N+](=O)[O-])cc1	0.1	-1.2	-0.1	4.2	-2.1	2.9	-3.5	1.3	-2.0	-6.0
COC(=O)CSc1ncnc2c(C)csc12	-4.5	-2.4	45.0*	1.4	6.7	-0.2	·	7.4	-6.8	-0.2

An excerpt; the hit share may differ from the screen's.
